LDHA block: qHTS assay for inhibitors of human lactate dehydrogenase; purified LDHA, NADH/diaphorase-resazurin fluorescence; active compounds read low; AID 1347041, 2019; L-lactate dehydrogenase A chain (Homo sapiens), P00338; actives 0.15% (n = 480,000); activity change, % (values are at about 110 or 230 µM); in the data active = activity change below about -30%; inconclusive = mostly about -25% to -30%;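 also: plate controls were DMSO wells for no effect and wells without enzyme for full effect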
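LDH5 2 nM; NADH 0.06 mM, pyruvate 0.2 mM; 200 mM Tris pH 7.4, EDTA, Tween-20; 5 min RT. Detection: diaphorase 0.133 mg/mL + resazurin 37 µM, fluorescence ex540/em590 at 0 and 20 min; normalized to enzyme-free and DMSO wells.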
12-LOX inh: Primary qHTS assay for inhibitors of human arachidonate 12S-lipoxygenase (ALOX12): Round 2; purified 12hLO, xylenol orange hydroperoxide absorbance; actives 1.1% (n = 580,000); Potency, µM (top dose mostly 108 µM), for the others: top-dose activity change, negative = inhibition, usual class: inhibitors; AID 1671190, 2021; active = well fitted inhibition curve with a large enough effect; inconclusive = small, poorly fitted or top-dose-only effect, or another doubt; inactive = no such curve, though single readings can be large or run the other way; also: potency is read from the fitted curve at half-maximal effect
Target sequence (P18054 whole entry, looked up): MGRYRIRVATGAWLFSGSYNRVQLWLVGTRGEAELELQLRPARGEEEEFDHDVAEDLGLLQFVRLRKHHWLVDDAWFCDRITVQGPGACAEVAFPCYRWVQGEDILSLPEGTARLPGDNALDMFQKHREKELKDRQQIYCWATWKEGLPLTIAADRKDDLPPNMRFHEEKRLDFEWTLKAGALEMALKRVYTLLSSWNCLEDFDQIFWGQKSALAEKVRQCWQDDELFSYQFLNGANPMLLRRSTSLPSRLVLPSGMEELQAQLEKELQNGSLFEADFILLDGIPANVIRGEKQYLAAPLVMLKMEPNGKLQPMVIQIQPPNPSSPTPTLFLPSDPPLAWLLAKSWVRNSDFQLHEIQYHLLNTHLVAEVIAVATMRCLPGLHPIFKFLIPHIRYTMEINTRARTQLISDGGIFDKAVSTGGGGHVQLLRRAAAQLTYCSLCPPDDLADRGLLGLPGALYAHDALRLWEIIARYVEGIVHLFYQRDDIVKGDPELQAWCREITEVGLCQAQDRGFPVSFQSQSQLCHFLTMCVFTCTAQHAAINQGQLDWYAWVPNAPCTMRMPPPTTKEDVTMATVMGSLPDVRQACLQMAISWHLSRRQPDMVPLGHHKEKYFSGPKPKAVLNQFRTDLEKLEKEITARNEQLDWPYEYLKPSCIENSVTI
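Purified human 12hLO (150 nM final) in 25 mM Hepes, 0.01% Triton X-100, pH 7.0 was preincubated 15 min at room temperature with compound. Then 40 uM arachidonic acid was added, 30 min. Hydroperoxide was read by Fe-XO absorbance ratio 573/405 nm.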
* hit, by the source's call; ? = inconclusive; [ ] = remark or other dose. Unless noted, % is scaled to controls: 0 for no effect and ±100 for the full control effect. An excerpt (hit frequency here may not be typical).

SMILES	LDHA block	12-LOX inh
CC1(C(=O)NS(=O)(=O)Cc2ccccc2)CCN1C(=O)C/C=C/c1ccccc1 (stereo unspecified)	-7	-19%
Cc1nn(Cc2ccccc2)c(C)c1CNC(=O)c1cc(Cl)c2c(c1)OCCCO2	-11	4%
NC(=O)c1cccc(OCc2ccccc2)c1	-8	3%
O=C(NCc1cccc(C(F)(F)F)c1)C1C(=O)Nc2ccccc2C(=O)N1Cc1ccccc1 (stereo unspecified)	-1	3%
N#Cc1c(NC(=O)CSc2nc(C(F)(F)F)nc3ccccc23)sc2c1CCC2	4	?
O=C(NCC(=O)N1CCCC1c1ccccc1)c1ccc(Cl)c(Cl)c1 (stereo unspecified)	-1	-43%
CN(C)C(=O)c1ccc(Cl)cc1NS(=O)(=O)c1cccc(F)c1	3	6%
COc1ccc(Br)cc1CSc1nnc(C)n1C1CC1	-6	12%
CC(NC(=O)c1ccccc1)C(=O)O (stereo unspecified)	6	?
O=C1CCCC2=C1C(c1ccc(Br)cc1)n1nnnc1N2 (stereo unspecified)	1	?
CC(C)c1noc(Cn2c(=O)c(C#N)cn(C3CC3)c2=O)n1	6	6%
CCCc1nn2c(=O)cc(COc3cc(C)cc(C)c3)nc2s1	1	-8%
CC1(C(=O)NCc2ccccc2)CN(S(C)(=O)=O)CC(=O)N1CCCN1CCOCC1 (stereo unspecified)	2	-7%
CCOc1ccccc1-n1c(SCC(=O)OC)nc2ccccc2c1=O	-4	-15%
CC(Cc1c[nH]c2ccccc12)NC(=O)CNc1nc(Cl)nc2nc[nH]c12 (stereo unspecified)	-2	3%
Cc1c(Cl)cccc1Nc1nc(N)c(C(=O)c2ccccc2F)s1	0	?
CC1CC1C(=O)NCCC(=O)NC1CC2CCC1(C)C2(C)C (stereo unspecified)	-3	-15%
CNC12CC3CC(CC(C3)C1)C2	2	11%
CC(Sc1nnc(N2CCOCC2)n1-c1cccc(F)c1)C(=O)c1ccc(Br)cc1 (stereo unspecified)	1	2%
CN(CC(=O)NC1(C)CCS(=O)(=O)C1)Cc1ccc(Cl)cc1 (stereo unspecified)	2	-15%
O=C(CSc1nc2cc(S(=O)(=O)N3CCOCC3)ccc2o1)NC12CC3CC(CC(C3)C1)C2	2	?
CCOC1=C2[C@H](c3ccccc3Cl)N(S(=O)(=O)c3ccc(C)cc3)C[C@H]2C(C#N)(C#N)C(C#N)(C#N)C1	-4	?
Cc1cc2cc(NS(=O)(=O)c3ccc(C(C)(C)C)cc3)ccc2[nH]1	0	?
N#Cc1ncn(CC(=O)NCC(=O)Nc2ccccc2Br)n1	5	20%
Cc1ccc(C2=NN(S(C)(=O)=O)C(c3ccc(F)cc3)C2)cc1 (stereo unspecified)	-4	-1%
Cn1c(=O)c2cc(NC(=O)NCCc3cccs3)ccc2n1C/C=C/c1ccccc1	5	?
Cc1ccccc1-c1nnn(CCCn2c(=O)c3c(ncn3C)n(C)c2=O)n1	-1	?
CC1(C)CC(NC(=O)Cc2ccccc2)CC(C)(CNC(=O)Cc2ccccc2)C1 (stereo unspecified)	-4	11%
CCCCn1c(CCC(=O)Nc2ccccc2C)nc2c1c(=O)[nH]c(=O)n2CCC	-5	?
O=C(c1ccc(N2CCCN(Cc3ccc(Cl)cc3)C2=O)cc1)N1CCOCC1	-3	0%
O=C(CSc1nc(-c2ccccc2)nc2cc(=O)[nH]n12)Nc1cccc(C(F)(F)F)c1	11	0%
COc1ccc(S(=O)(=O)c2cc3ccccc3oc2=O)cc1	-4	-18%
O=C(Cc1c[nH]c2ccccc12)NCCOc1ccc(Cl)cc1	-3	?
CCCOc1ccccc1C1C2=C(CC(C)(C)CC2=O)Nc2ccccc2N1C(C)=O (stereo unspecified)	-1	19%
CC(C)(C)c1ccc(/C=C2\Oc3cc(OS(C)(=O)=O)ccc3C2=O)cc1	?	-7%
CCOC(=O)C(C(=O)OCC)C(NC(=O)OC)C(Cl)(Cl)Cl (stereo unspecified)	-3	-4%
Cc1c(C)n(CCCN2CCOCC2)c2ncn3nc(-c4ccccn4)nc3c12	13	15%
O=C(NCC[C@@H]1CC[C@@H](NC(=O)c2cnccn2)[C@@H](CO)O1)c1ccc2c(c1)OCO2	5	?
O=C(O)CNS(=O)(=O)c1cccc(Br)c1	-1	?
Cc1cccc(Nc2nc(C)c(C(=O)N(C)C)s2)c1	-13	11%
CCCCN(C(=O)COc1ccc2ccc(=O)oc2c1)C1CC(C)(C)NC(C)(C)C1	0	?
CNC(=O)C1CCC(Cn2c(=O)c3sccc3n(CC(=O)Nc3cccc(OC)c3)c2=O)CC1 (stereo unspecified)	2	8%
COCCNC(=O)C(=O)N1CCN(c2nc(-c3ccccc3)c3c(c2C#N)CCCC3)CC1	1	2%
O=C(O)c1ccc(NCc2ccc(Cl)cc2)cc1Cl	12	-19%
Cc1ccc(NC(=O)C(C#N)=C2CCCC2)cc1	1	-29%

7 entries picked at random from the list so far, as already listed:
SMILES	LDHA block	12-LOX inh
O=C(Cc1c[nH]c2ccccc12)NCCOc1ccc(Cl)cc1	-3	?
CCOc1ccccc1-n1c(SCC(=O)OC)nc2ccccc2c1=O	-4	-15%
CCOC(=O)C(C(=O)OCC)C(NC(=O)OC)C(Cl)(Cl)Cl (stereo unspecified)	-3	-4%
CC1(C(=O)NCc2ccccc2)CN(S(C)(=O)=O)CC(=O)N1CCCN1CCOCC1 (stereo unspecified)	2	-7%
Cc1cc2cc(NS(=O)(=O)c3ccc(C(C)(C)C)cc3)ccc2[nH]1	0	?
O=C1CCCC2=C1C(c1ccc(Br)cc1)n1nnnc1N2 (stereo unspecified)	1	?
CN(CC(=O)NC1(C)CCS(=O)(=O)C1)Cc1ccc(Cl)cc1 (stereo unspecified)	2	-15%

Additional results.
SMILES	LDHA block	12-LOX inh
O=C1O[C@@H](c2ccccc2)C[C@@H](O)C(=O)CCCc2ccccc21	4	-24%
CCCC(=O)N1N=C(c2ccc(F)cc2)CC1c1ccc2nccnc2c1 (stereo unspecified)	5	-10%
OCCCc1cn[nH]c1	0	7%
O=C1NC2(CCCC2)C(=O)N1Cc1coc(-c2cccc(Cl)c2)n1	2	?
CC(C)C[C@H]1CN([C@@H](Cc2ccccc2)CN2CCC[C@@H]2CN2C(=O)C(=O)NC[C@@H]2Cc2ccccc2)C(=O)C(=O)N1CC1CCCCC1	-3	?
CCCCNC(=S)Nc1ccc(C)cc1	-1	-17%
CCn1nc(C(=O)OCC(=O)N2CCCc3ccccc32)c2ccccc2c1=O	-1	?
CC(C)(C)c1ccc(/C=C/C(=O)NCCC2=CCCCC2)cc1	8	-63%
Cc1cc(S(=O)(=O)N2CCN(C)CC2)c(C)cc1Cl	5	10%
C=CCNC(=O)CSc1nc(-c2ccccc2)c(-c2ccccc2)o1	6	2%
O=C(/C=C/c1ccc(Br)cc1)c1ccc(O)c(CCCl)c1	6	?
Cc1ccc(C(=O)NC2C3CC4CC(C3)CC2C4)cc1C (stereo unspecified)	6	-30%
Cc1nn(-c2nc3c(c(=O)n(Cc4c(F)cccc4Cl)c(=O)n3C)n2C)c(C)c1C	-2	2%
Cc1c(C(=O)N(C)c2ccccc2)sc2nc3n(c(=O)c12)CCCCC3	2	-23%
Fc1ccc(CSc2ccc3ccccc3n2)cc1	-5	4%
CCOC(=O)C(=O)CC(=O)c1cc(Cl)ccc1Cl	13	?
COc1ccc(-c2cc(C(=O)O)c3cc(C)ccc3n2)cc1	-2	?
CCCCCCCOc1ccc(/C=C(\C#N)C(=O)c2ccccc2)cc1	7	-14%
O=C(O)CC(c1ccc(F)cc1)c1ccc(Cl)cc1 (stereo unspecified)	2	?
CC(=O)Nc1cccc(Oc2nc(NCC3CC3)nc3ccsc23)c1	-5	-5%
Cc1cccc(OCCCC(=O)Nc2ccc3c(C)cc(=O)oc3c2)c1	4	-24%
N#CCCCN1CCN(C(=O)c2cc3ccccc3[nH]2)CC1	-13	7%
O=C(Nc1ccc2c(c1)OCCO2)c1cn(-c2ccc(F)cc2)nn1	-1	-10%
O=C(c1cn(CCOc2ccccc2Cl)c2ccccc12)C(F)(F)F	0	-2%
CC(C)C[C@H]1CNC(=S)N1C[C@H]1CCCN1C[C@H](Cc1ccccc1)N1C[C@H](Cc2ccc(O)cc2)N(CCc2ccccc2)C1=S	-17	?
CC(C)NC(=O)C1Cc2c(-c3ccc(Cl)cc3)ccnc2O1 (stereo unspecified)	-5	-15%
CCOC(=O)C1=C(CN(CCOC)Cc2cccs2)NC(=O)NC1c1ccc(Cl)cc1 (stereo unspecified)	0	-2%
CCCCCCCc1ccc(-c2ccc(OC(F)F)cc2)nc1	7	4%
CCCNC(=O)COC(=O)/C=C/c1cccc2cccnc12	5	-10%
CSCCCNC(=S)NNC(N)=O	-12	?
O=C(CCc1ccsc1)N1CCSCC1	4	-21%
CC(Oc1cccc2ccccc12)C(=O)NC1(C#N)CCCCC1 (stereo unspecified)	6	-28%
CC1(C)CC(NC(=O)CCc2ncc(-c3ccccc3F)o2)CC(C)(C)N1	-1	9%
C=CCNC(=S)Nc1ccc(F)cc1Cl	2	53%[activator]
N#CC1(c2ccc(NC(=O)Cc3ccc(Br)cc3)cc2)CCCC1	-2	-28%
COC(=O)C1=C(C)NC(=O)CC1c1ccc(Cl)cc1Cl (stereo unspecified)	9	-14%
CC(=O)c1ccc(NC(=O)CSC2=NS(=O)(=O)c3ccc(C)cc3N2)cc1	-10	?
Cc1ccc(C)c(-n2c(Cc3cc(=O)[nH]c(=O)[nH]3)nnc2SCC(=O)c2ccc(Cl)cc2)c1	3	?
CCCC(=O)N1CCC1(C)C(=O)NS(=O)(=O)c1ccc(F)cc1F (stereo unspecified)	-14	-8%
O=C(Nc1ccccc1Br)c1cc(C2CC2)nn1-c1ccccc1	-7	18%
Brc1ccc(-c2nnn(Cc3ncc(-c4ccccc4)o3)n2)cc1	0	7%
Cc1noc(C(C)Sc2nc(C3CC3)nc3ccccc23)n1 (stereo unspecified)	3	?
CCOC(=O)C(=O)N(C)c1c(CC)nc2c(OCc3ccc(OC(F)F)cc3)cccn12	3	?
COc1ccc(-c2c(NC(=O)c3cccs3)oc3ccccc3c2=O)cc1OC	7	3%
CC(Cn1cccn1)NC(=O)c1ccc2c(c1)OCO2 (stereo unspecified)	-1	-25%
CCC1(C2C=COC=C2)NC(=O)NC1=O (stereo unspecified)	0	-12%
Fc1ccc(NC(=S)NCCc2ccccc2F)cc1	5	?
CC(C)c1nc2cc(NC3CCCCNC3=O)ccc2o1 (stereo unspecified)	-6	36%[activator]
CCOc1ccc2c(=O)c(Oc3cc(C)cc(C)c3)coc2c1	5	5%
O=C(CCc1cccnc1)NCCc1ccccn1	3	0%
O=C(C1CCN(c2nc(-c3cccs3)nc3ccccc23)CC1)N1CCCCCC1	-2	8%
CCc1cc(=O)oc2cc(OC(C)C(=O)NCc3ccncc3)c(Cl)cc12 (stereo unspecified)	2	?
Cc1oc(-c2ccccc2)nc1C(=O)NCc1ccc(F)cc1	-6	-14%
CC(C)c1cc(C(C)C)c(S(=O)(=O)NC(c2ccccn2)C23CC2C3)c(C(C)C)c1 (stereo unspecified)	7	-22%
Cc1ccccc1N=C(c1ccccc1)C1C(=O)c2ccccc2C1=O	2	?
COc1cc(C2CC(=O)Nc3nc(-c4ccccc4)[nH]c(=O)c32)cc(OC)c1OC (stereo unspecified)	1	60%[activator]
COc1ccc(CNC(=O)CN2CCC(c3nc4ccccc4s3)CC2)cc1	0	?
CC[N+](C)(CC)CC(C[N+](C)(CC)CC)OCc1ccccc1	0	14µM*
Cc1ccc(NC(C)C(=O)Nc2sccc2C#N)cc1 (stereo unspecified)	26	?
CCCCCC1CCC(C2CCC(C(=O)O)CC2)CC1 (stereo unspecified)	-6	8%
COc1ccc([C@H]2CC(=O)C[C@@H](CCn3cc(-c4ccc(F)cc4)nn3)O2)cc1	3	-1%
CCCOc1ccc(-c2nc(C#N)c(NCCCN(CC)CC)o2)cc1	-16	?

Five structures out of the list, arranged by count of non-hydrogen atoms, largest number first:
SMILES	LDHA block	12-LOX inh
O=C1NC2(CCCC2)C(=O)N1Cc1coc(-c2cccc(Cl)c2)n1	2	?
CC(C)(C)c1ccc(/C=C/C(=O)NCCC2=CCCCC2)cc1	8	-63%
Cc1noc(C(C)Sc2nc(C3CC3)nc3ccccc23)n1 (stereo unspecified)	3	?
O=C(/C=C/c1ccc(Br)cc1)c1ccc(O)c(CCCl)c1	6	?
CC(Cn1cccn1)NC(=O)c1ccc2c(c1)OCO2 (stereo unspecified)	-1	-25%
